Compound activity (PubChem BioAssay)
GPR151 activ: activators of human GPR151, primary screen, cell-based, PathHunter beta-arrestin, luminescence. PathHunter beta-arrestin GPR151 cells. 650,000 tested, 1% active. activation, % at 11.2 µM. G-protein coupled receptor 151 (Homo sapiens), Q8TDV0; in the data active = activation above about 4.9%;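 note: 0% = median of compound wells and 100% = cells with positive control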
Target sequence (Q8TDV0 whole entry, looked up): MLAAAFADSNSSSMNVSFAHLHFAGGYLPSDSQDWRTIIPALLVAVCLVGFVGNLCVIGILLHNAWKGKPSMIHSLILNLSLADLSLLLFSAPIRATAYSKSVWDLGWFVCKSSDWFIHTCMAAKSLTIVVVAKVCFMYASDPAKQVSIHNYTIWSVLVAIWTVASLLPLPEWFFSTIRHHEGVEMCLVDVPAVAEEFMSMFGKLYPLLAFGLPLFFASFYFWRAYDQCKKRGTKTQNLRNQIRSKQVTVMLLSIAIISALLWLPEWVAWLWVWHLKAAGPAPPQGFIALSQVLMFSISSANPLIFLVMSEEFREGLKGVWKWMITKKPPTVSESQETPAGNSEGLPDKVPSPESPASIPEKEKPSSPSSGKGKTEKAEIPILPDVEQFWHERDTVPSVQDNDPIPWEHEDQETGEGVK
MITF inh: MITF inhibitors, primary screen, biochemical, AlphaScreen, human. 650,000 tested, 0.91% active. AlphaScreen MITF homodimerization, bead proximity signal. inhibition, % at 2.6 µM. Microphthalmia-associated transcription factor (Homo sapiens), O75030; in the data active = inhibition above about 50%;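 note: 0% = vehicle wells with protein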
FBW7 act: FBW7 E3 ligase activators, primary screen, biochemical, AlphaScreen, human | 650,000 tested, 0.13% active | F-box/WD repeat-containing protein 7 (Homo sapiens), Q969H0 | normalized activity (activation), % at 26.1 µM | AlphaScreen FBW7–phospho-cyclin E peptide binding, activator screen; in the data active = normalized activity above about 1.9%;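 note: purified mutant Fbw7 with reduced substrate affinity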
Target sequence (Q969H0 whole entry, looked up): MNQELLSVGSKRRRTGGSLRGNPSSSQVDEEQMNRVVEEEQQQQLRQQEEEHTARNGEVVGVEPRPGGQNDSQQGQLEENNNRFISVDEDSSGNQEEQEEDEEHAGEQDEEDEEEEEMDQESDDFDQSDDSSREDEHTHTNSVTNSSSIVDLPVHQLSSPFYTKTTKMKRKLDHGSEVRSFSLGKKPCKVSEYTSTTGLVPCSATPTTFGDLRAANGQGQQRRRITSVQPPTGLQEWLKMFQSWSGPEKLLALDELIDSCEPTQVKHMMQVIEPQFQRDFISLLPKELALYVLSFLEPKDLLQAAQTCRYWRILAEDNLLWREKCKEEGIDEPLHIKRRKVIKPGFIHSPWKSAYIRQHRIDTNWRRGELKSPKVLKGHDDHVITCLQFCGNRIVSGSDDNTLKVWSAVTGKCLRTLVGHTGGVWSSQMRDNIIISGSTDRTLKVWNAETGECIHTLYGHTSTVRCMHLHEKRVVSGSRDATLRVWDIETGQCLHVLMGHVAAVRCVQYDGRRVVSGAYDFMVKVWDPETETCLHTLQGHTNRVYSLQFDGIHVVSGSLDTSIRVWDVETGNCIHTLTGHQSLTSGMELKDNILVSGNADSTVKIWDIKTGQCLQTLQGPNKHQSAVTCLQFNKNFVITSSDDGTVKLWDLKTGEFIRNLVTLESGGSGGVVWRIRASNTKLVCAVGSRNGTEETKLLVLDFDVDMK
TEAD-YAP inh: TEAD-YAP interaction inhibition, primary screen, TEAD-YAP interaction inhibitor project, luminescence, HEK-TIYL cells; inhibition, % at 9.12 µM; 640,000 tested, 1.4% active; TEAD-Gal4/YAP UAS-luciferase luminescence; in the data active = inhibition above about 32%;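 note: 0% = median of test compound wells and 100% = reference inhibitor wells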
* hit, by the source's call.

| Molecule | GPR151 activ | MITF inh | FBW7 act | TEAD-YAP inh |
| --- | --- | --- | --- | --- |
| Cc1ccc(OCCNC(=O)COc2ccc(C3CCCCC3)cc2)cc1 | 1.8 | -4 | -0.1 | 9 |
| NC(=O)C1CCCN(S(=O)(=O)c2ccc(F)cc2)C1 (centres undefined) | -1.1 | 0 | -0.1 | -10 |
| O=C1C2C3C=CC(C3)C2C(=O)N1c1ncn[nH]1 (centres undefined) | -1.1 | 6 | -0.1 | 0 |
| OC(c1ccccc1)C1CN(Cc2ccccc2)CCC1(O)c1ccccc1 (centres undefined) | 3.0 | 19 | 0.0 | -9 |
| COc1cc(/C=N/NC(=O)CCC(=O)Nc2ccc(F)cc2)ccc1O | -0.4 | -3 | 0.0 | 6 |
| O=C1C2C(c3ccc([N+](=O)[O-])cc3)OC3(C(=O)c4ccccc4C3=O)C2C(=O)N1c1ccc(Cl)cc1 (centres undefined) | -0.1 | 6 | 0.2 | -4 |
| CN(CC(=O)NCCc1ccccc1)S(=O)(=O)c1ccc(Br)cc1 | 1.9 | 13 | 0.5 | -1 |
| Fc1ccc(C2C=C(c3cccnc3)Nc3nc4ccccc4n32)cc1 (centres undefined) | -5.0 | 3 | -0.1 | -55 |
| Oc1c(-c2cc(-c3ccccc3)n[nH]2)ccc2ccccc12 | 0.2 | 11 | -0.2 | -78 |
| CC(C)CCN1CCOc2ccc(CN3CCC(Oc4cccnc4)CC3)cc2C1 | 1.4 | -12 | -0.1 | 18 |
| Cc1ccc(CNC(=O)C(=O)NCC(C)C)cc1 | -0.7 | 23 | 0.2 | -8 |
| Nc1nonc1C(=O)N/N=C/c1ccc(O)cc1O | -6.8 | 94* | -0.6 | 9 |
| Cc1nonc1CN(C)C(=O)CC1C(=O)NCCN1CC(c1ccccc1)c1ccccc1 (centres undefined) | 1.5 | -5 | 0.2 | -4 |
| C=CC[C@@H]1CC=C[C@@H](C)N1C(=O)CC1(c2ccccc2F)CC(=O)N(C)C1=O (some centres undefined) | 0.4 | -10 | -0.4 | -72 |
| COCc1cccc(-c2ccc3c(c2)COC2(CCNCC2)O3)c1 | 1.8 | 7 | 0.4 | -55 |
| COC(=O)c1cccc(N2C(=O)C3C(C2=O)C2(C)C=CC3(C)O2)c1 (centres undefined) | -0.5 | 5 | 0.2 | 9 |
| c1cc(CN2CCc3nncn3CC2)c2nccnc2c1 | -0.1 | 9 | 0.1 | 6 |
| O=C(CSc1nnnn1-c1ccc(F)c(Cl)c1)NCCc1ccccc1 | -1.1 | -5 | 0.1 | -7 |
| Fc1cnc(Nc2ccc(Br)cc2)nc1Nc1ccc(Br)cc1 | -1.3 | -1 | 0.2 | 2 |
| O=C(c1ccco1)N1CCN(c2ccc([N+](=O)[O-])c(NCc3ccccc3)c2)CC1 | 0.3 | -11 | -0.5 | -19 |
| COc1ccc(C2=NN(C(=O)CSc3nnc(CNC(=O)c4ccco4)n3-c3ccc([N+](=O)[O-])cc3)C(c3ccc(F)cc3)C2)cc1 (centres undefined) | -1.7 | -7 | 0.0 | -14 |
| CN(C)c1cc[n+](CC(=O)c2ccc(Br)cc2)cc1 | -0.6 | 13 | 0.2 | 4 |
| CCc1cc2c(C)cc(=O)oc2cc1OC(=O)CNC(=O)OC(C)(C)C | 3.1 | -1 | -0.1 | 9 |
| O=C(O)CCC(=O)Nc1cc(Cl)ccc1O | 1.8 | -5 | 0.1 | -3 |
| CCCCc1ccc(NC(=O)C(C)NS(=O)(=O)c2ccc(F)cc2)cc1 (centres undefined) | 1.9 | -15 | 0.0 | -7 |
| COc1ccc(N2C3=[N+](CCCC3)CC2(O)c2ccc(F)cc2)cc1 (centres undefined) | 0.3 | 3 | 0.0 | 11 |
| COc1ccc(CCn2nnnc2C(c2ccc(F)cc2)N2CCN(C)CC2)cc1OC (centres undefined) | -0.9 | -2 | 0.1 | -2 |
| Cc1cc2nc(NCCCO)[nH]c2cc1C | -1.3 | 6 | 0.1 | -5 |
| O=C(Nc1ccc([N+](=O)[O-])cc1Cl)c1nn2c(C(F)(F)F)cc(-c3ccc(Cl)cc3)nc2c1Cl | -0.5 | 6 | 0.4 | 5 |
| COc1ccc(NC(=O)Cc2nnc(NC(=O)Nc3ccc(Cl)cc3)s2)cc1 | -0.8 | -13 | 0.0 | 6 |

15 structures from above, arranged by number of heavy atoms, low to high:
| Molecule | GPR151 activ | MITF inh | FBW7 act | TEAD-YAP inh |
| --- | --- | --- | --- | --- |
| Cc1cc2nc(NCCCO)[nH]c2cc1C | -1.3 | 6 | 0.1 | -5 |
| O=C1C2C3C=CC(C3)C2C(=O)N1c1ncn[nH]1 (centres undefined) | -1.1 | 6 | -0.1 | 0 |
| Cc1ccc(CNC(=O)C(=O)NCC(C)C)cc1 | -0.7 | 23 | 0.2 | -8 |
| CN(C)c1cc[n+](CC(=O)c2ccc(Br)cc2)cc1 | -0.6 | 13 | 0.2 | 4 |
| c1cc(CN2CCc3nncn3CC2)c2nccnc2c1 | -0.1 | 9 | 0.1 | 6 |
| Fc1cnc(Nc2ccc(Br)cc2)nc1Nc1ccc(Br)cc1 | -1.3 | -1 | 0.2 | 2 |
| COc1ccc(N2C3=[N+](CCCC3)CC2(O)c2ccc(F)cc2)cc1 (centres undefined) | 0.3 | 3 | 0.0 | 11 |
| CCc1cc2c(C)cc(=O)oc2cc1OC(=O)CNC(=O)OC(C)(C)C | 3.1 | -1 | -0.1 | 9 |
| Cc1ccc(OCCNC(=O)COc2ccc(C3CCCCC3)cc2)cc1 | 1.8 | -4 | -0.1 | 9 |
| C=CC[C@@H]1CC=C[C@@H](C)N1C(=O)CC1(c2ccccc2F)CC(=O)N(C)C1=O (some centres undefined) | 0.4 | -10 | -0.4 | -72 |
| CC(C)CCN1CCOc2ccc(CN3CCC(Oc4cccnc4)CC3)cc2C1 | 1.4 | -12 | -0.1 | 18 |
| COc1ccc(CCn2nnnc2C(c2ccc(F)cc2)N2CCN(C)CC2)cc1OC (centres undefined) | -0.9 | -2 | 0.1 | -2 |
| O=C(Nc1ccc([N+](=O)[O-])cc1Cl)c1nn2c(C(F)(F)F)cc(-c3ccc(Cl)cc3)nc2c1Cl | -0.5 | 6 | 0.4 | 5 |
| O=C1C2C(c3ccc([N+](=O)[O-])cc3)OC3(C(=O)c4ccccc4C3=O)C2C(=O)N1c1ccc(Cl)cc1 (centres undefined) | -0.1 | 6 | 0.2 | -4 |
| COc1ccc(C2=NN(C(=O)CSc3nnc(CNC(=O)c4ccco4)n3-c3ccc([N+](=O)[O-])cc3)C(c3ccc(F)cc3)C2)cc1 (centres undefined) | -1.7 | -7 | 0.0 | -14 |

The listing continues.
| Molecule | GPR151 activ | MITF inh | FBW7 act | TEAD-YAP inh |
| --- | --- | --- | --- | --- |
| COc1ccc(CN2CCN(Cc3ccc(OC)c(C)c3C)C(CCO)C2)cc1OC (centres undefined) | -0.9 | 7 | 0.0 | 5 |
| Cc1nnc(SCC(=O)Nc2ccc(F)cc2)[nH]c1=O | 1.9 | 0 | 0.0 | -4 |
| Nc1ncc(-c2ccoc2)nc1N1CCOCC1 | -1.1 | 12 | 0.4 | 0 |
| O=C1OC(c2ccc(Cl)cc2Cl)=N/C1=C/c1cccc2ccccc12 | -0.7 | 8 | 0.2 | 4 |
| Cc1nc2c(c(=O)[nH]1)CCN(Cc1cn(C(C)C)c3ccccc13)C2 | 0.2 | 9 | 0.1 | 0 |
| O=C(c1ccc(F)c(F)c1)N1CCNCC1 | 1.0 | 12 | 0.0 | -7 |
| CC(C)NC(=O)CCN1C(=O)COc2ccccc21 | -0.4 | -19 | -0.1 | 9 |
| COc1ccc(N=C2SC(C(=O)Nc3ccc(F)cc3)CC(=O)N2Cc2ccc3c(c2)OCO3)cc1 (centres undefined) | 1.1 | -8 | 0.1 | 5 |
| CCOCC(O)CS(=O)Cc1ccc(Cl)cc1 (centres undefined) | -0.3 | 7 | 0.1 | -10 |
| O=C(CSc1nnc2ccccn12)Nc1c(Cl)cccc1Cl | 1.9 | 7 | 1.0 | 9 |
| Cn1c(=O)n(CCc2ccccc2)c(=O)c2c1nc1n2CCCN1C1CCCCC1 | 1.2 | 2 | 0.2 | -13 |
| N=C1S/C(=C\c2cn[nH]c2-c2ccccc2)C(=O)N1c1nccs1 | -3.1 | 17 | 0.0 | -12 |
| O=C(Nc1ccccc1O)c1c(O)c2c([nH]c1=O)CCCC2 | 1.4 | 4 | -0.2 | -57 |
| CCCCN(C)CCCN(Cc1ccco1)C(=S)Nc1ccc(Cl)cc1 | 2.6 | 14 | -0.2 | -11 |
| Cc1ccc(NC(=O)C(=O)NC2CCC(C)CC2)cc1 (centres undefined) | -0.8 | 3 | -0.1 | -17 |
| CC1CCCCN1CC(=O)N1CCN(c2ccccc2)CC1 (centres undefined) | -0.4 | 6 | 0.3 | 16 |
| C#Cc1cccc(NC(=O)c2ccc(Oc3ccc(C(=O)Nc4cccc(C#C)c4)cc3)cc2)c1 | 1.3 | -12 | 0.0 | -7 |
| Cc1ccc(CCNC(=O)CN2C(=O)COc3ccccc32)cc1 | 0.2 | 12 | -0.1 | 6 |
| CSc1cccc(NS(=O)(=O)c2ccc(-c3cc(C)no3)cc2)c1 | -0.3 | 6 | 0.5 | 23 |
| O=C(O)c1ccc(N2N=C(C(F)(F)F)/C(=C/c3cccs3)C2=O)cc1 | -1.4 | 22 | 0.4 | 9 |
| CC(C)c1ccc(C2CC(c3cccc([N+](=O)[O-])c3)n3ncnc3N2)cc1 (centres undefined) | -0.3 | 0 | 0.0 | 5 |
| Cc1cc(C)cc(NC(=O)c2ccccc2CCc2ccccc2)c1 | 1.1 | -8 | -0.1 | 0 |
| CCOCCn1c(=NC(=O)CN2C(=O)c3ccccc3C2=O)sc2cc(F)ccc21 | 3.3 | -2 | 0.6 | -2 |
| CC1(C)CSC(=NCc2ccccc2)N1C(=O)c1ccc(NC(N)=O)cc1 | -0.8 | -14 | -0.2 | -1 |
| Cc1nc2c(C(=O)N(C)Cc3ccccc3)c[nH]n2c(=O)c1Cc1ccccc1F | -2.1 | 0 | -0.1 | 4 |
| CCCCNC(=O)Cn1cnc2sc(C(=O)OCC)c(C)c2c1=O | 0.5 | -11 | -0.1 | -5 |
| CCc1noc(C)c1C(=O)N1CCC(CCC(=O)Nc2cccc(OC)c2)CC1 | 0.1 | 0 | 0.0 | -2 |
| COCC(C)n1c(C)cc(/C=C(\C#N)C(=O)O)c1C (centres undefined) | -1.1 | 3 | 0.0 | 0 |
| O=C(Nn1cc(C(=O)Nc2ccc(F)cc2Cl)c2ccccc2c1=O)c1cnccn1 | 0.6 | 20 | -0.6 | 18 |
| CC12NC(=S)NC(c3cc([N+](=O)[O-])ccc3O1)C2C(=O)Nc1ccc(Cl)cc1 (centres undefined) | 3.0 | -12 | -0.1 | -15 |
| CNC(=S)N/N=C/c1ccc(-c2ccccc2C(=O)OC)o1 | -0.7 | -2 | 0.4 | 3 |
| Cc1ccc(N(Cc2ccc(Br)cc2)C(=O)c2cccc3ccccc23)cc1 | 0.8 | -9 | 0.0 | -6 |
| COC(=O)c1cc(-c2ccc3c(c2)OCO3)nc2ccccc12 | -0.8 | -13 | 0.0 | -13 |
| O=C(NCCCN1CCOCC1)c1ccc(OC2CCN(Cc3ccccn3)CC2)cc1 | -0.3 | 8 | 0.1 | 6 |
| COC(=O)CCn1cnc([N+](=O)[O-])n1 | -2.3 | -3 | -0.1 | -4 |
| Cc1ccc(N(CC(=O)NC2CC2)S(=O)(=O)c2ccc(Cl)cc2)cc1 | -0.5 | -6 | 0.0 | -5 |
| Cc1ccc(NC(=O)C(=O)NCCCO)cc1C | -2.4 | 17 | 0.0 | -47 |
| COc1ccc2cc(S(=O)(=O)NCc3ccccc3)ccc2c1 | 0.4 | 7 | 0.0 | 0 |
| O=C(O)c1ccccc1/C=N/Nc1ccnc2cc(Cl)ccc12 | 0.4 | 11 | 0.2 | 9 |
| c1cn2c(-c3ccoc3)cnc2c(Nc2ccc3[nH]ccc3c2)n1 | -3.3 | -3 | 0.0 | 81* |
| CCN(CC)S(=O)(=O)c1ccc(N2C(=O)c3ccccc3C2=O)c2ccccc12 | -0.5 | 11 | 0.6 | 3 |
| CC1=C(C(=O)Nc2ccccn2)C(c2cccc([N+](=O)[O-])c2)C2=C(CC(C)(C)CC2=O)N1 (centres undefined) | 0.2 | 9 | -0.1 | 0 |
| CN(C)CCCC(=O)N1CCCC(c2nc(-c3cccnc3)ncc2-c2ccccc2F)C1 (centres undefined) | -0.6 | 8 | -0.4 | 4 |
| COc1ccc(C[C@@H]2NC(=O)[C@H]3CN(C(=O)c4ccc(F)cc4)CCN3C2=O)cc1 | -0.8 | 3 | 0.0 | -4 |
| NNc1nc(NN)c2c3c(sc2n1)CCCC3 | 0.7 | -1 | 0.1 | -3 |
| Cc1ccc(-c2cncc(-c3cc(N4CCN(C)CC4)nc(C)n3)c2)cc1 | 4.7 | 2 | -0.1 | 0 |
| COc1cccc(C2CC(c3cccs3)=NN2C(=O)CN2CCCCC2)c1OC (centres undefined) | -0.3 | 4 | 0.2 | 9 |
| COCCNc1nc(-c2ccc(O)cc2)ccc1C(=O)Nc1cccc(OC)c1 | 0.3 | 8 | -0.1 | -28 |
| O=C1CC(N2CCSCC2)C(=O)N1c1ccc(N=Nc2ccccc2)cc1 (centres undefined) | 2.2 | 10 | -0.2 | 2 |
| COc1cc(C(OC)c2c(C)[nH]c3ccccc23)cc(OC)c1OC (centres undefined) | -0.4 | -4 | -0.2 | -9 |

Rows were taken by chance (roughly 3.4% active in at least one column).
